From PubChem
Keap1 Nrf2 FP: inhibitors of human Keap1-Nrf2 protein-protein interaction. actives 0.15% (n = 340,000). Keap1 Kelch-Nrf2 peptide fluorescence polarization, 1536-well. inhibition, % at 9.4 µM. Q14145; in the data active = inhibition above about 12%;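 also: human Keap1 Kelch domain with fluorescein labeled Nrf2 9mer peptide probe; 0% = neutral control wells and 100% = peptide positive control; higher means more block of Keap1 binding to Nrf2 peptide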
Target sequence (Q14145 whole entry, looked up, the tested form may be a part): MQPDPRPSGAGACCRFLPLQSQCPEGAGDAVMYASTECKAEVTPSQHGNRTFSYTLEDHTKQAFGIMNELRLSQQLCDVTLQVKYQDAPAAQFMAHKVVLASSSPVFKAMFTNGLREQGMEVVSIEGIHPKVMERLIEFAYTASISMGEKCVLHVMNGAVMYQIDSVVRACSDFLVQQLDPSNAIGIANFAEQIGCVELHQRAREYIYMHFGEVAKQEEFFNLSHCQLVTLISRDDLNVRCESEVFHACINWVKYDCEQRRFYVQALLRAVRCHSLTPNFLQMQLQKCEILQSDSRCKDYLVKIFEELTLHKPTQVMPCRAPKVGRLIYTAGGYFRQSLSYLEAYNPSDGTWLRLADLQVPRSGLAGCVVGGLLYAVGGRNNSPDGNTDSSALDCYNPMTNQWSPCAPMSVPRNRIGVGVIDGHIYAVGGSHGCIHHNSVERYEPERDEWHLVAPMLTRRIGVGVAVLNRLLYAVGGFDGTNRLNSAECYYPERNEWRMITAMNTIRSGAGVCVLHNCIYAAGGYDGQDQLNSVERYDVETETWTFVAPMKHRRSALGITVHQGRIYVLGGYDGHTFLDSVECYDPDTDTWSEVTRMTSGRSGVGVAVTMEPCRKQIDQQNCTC
cardiac RTF act: increases calcium sensitivity of human cardiac regulated thin filaments | IANBD-labeled TnC RTF fluorescence at EC20 calcium; 0% EC20 calcium, 100% full calcium | actives 0.24% (n = 340,000) | P19429+P45379 | activation, % at 7.2 µM;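 active = activation above the mean over all tested compounds plus 3 SD, cut at about 30% in these data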;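 also: rise in fluorescence read as greater calcium sensitivity of cardiac thin filaments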
RTF Ca sens inh: cardiac RTF calcium desensitization; inhibition, % at 7.15 µM; IANBD-labeled cardiac RTF, Ca2+ fluorescence; actives 0.12% (n = 340,000); P19429+P45379; AID 493244;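 active = inhibition above the mean inhibition of all tested compounds plus 3 SD, cut at about 17% in these data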;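 also: assay run at fixed EC70 calcium of 1.6 mM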
C-LANA FP: inhibitors of KSHV LANA C-terminal domain DNA binding; inhibition, % at 9 µM; actives 0.078% (n = 340,000); MBP-C-LANA/FAM-LBS DNA binding, fluorescence polarization;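 active = highest replicate inhibition at or above 60% at 9 µM, even if other replicates fall short; inactive = all replicates below 60% inhibition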;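 also: 0% = neutral control wells and 100% = 4 µM acridine orange control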
dFosB act: activators of mouse delta FosB homodimer; P13346; activation, % at 25 µM; purified delta FosB, TAMRA-CDK5 oligo fluorescence polarization; percent of positive-control signal above neutral wells; actives 0.99% (n = 340,000);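 active = mean activation above about 17%, with every replicate also reaching it, limit read from the data, passing the limit was not always enough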;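 also: fluorescence polarization rise as delta FosB binds a TAMRA Cdk5 AP-1 oligo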
Target sequence (P13346 whole entry, looked up): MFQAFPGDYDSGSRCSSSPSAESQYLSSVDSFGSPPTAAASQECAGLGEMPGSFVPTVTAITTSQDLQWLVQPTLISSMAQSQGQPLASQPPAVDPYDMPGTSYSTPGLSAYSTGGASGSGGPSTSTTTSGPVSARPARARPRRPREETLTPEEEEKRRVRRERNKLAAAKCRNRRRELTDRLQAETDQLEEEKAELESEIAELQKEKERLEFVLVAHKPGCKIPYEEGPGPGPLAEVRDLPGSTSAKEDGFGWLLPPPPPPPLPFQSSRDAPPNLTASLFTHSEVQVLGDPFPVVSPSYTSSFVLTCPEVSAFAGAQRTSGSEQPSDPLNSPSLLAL
PvdQ acylase: blocks Pseudomonas aeruginosa PvdQ acylase activity. purified PvdQ acylase, fluorescence plate reader. inhibition, % at 10 µM. actives 0.063% (n = 340,000). AID 488965; in the data active = inhibition above about 30%, passing the limit was not always enough;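 also: 0% = vehicle neutral wells and 100% = reference inhibitor wells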
SUMO Mot1 rescue: blocks SUMOylation pathway, rescuing yeast Mot1-301 growth. growth rescue, % at 18.8 µM. actives 1% (n = 320,000). S. cerevisiae Mot1-301 growth rescue, ATP luminescence, 38.5C; percent above DMSO median, 100 means doubled. AID 2716;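 active = every valid replicate shows activation above 250% relative to neutral control wells; inactive = the rest, any valid replicate at or below 250%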;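 also: OY570 slx delta 5 strain wells were the positive control but not used for scaling; some compounds called inactive have numbers as strong as hits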
PfHsp90 yeast 2: reduces growth (ATP signal) of yeast expressing P. falciparum Hsp90 | inhibition, % at 9.4 µM | actives 0.32% (n = 310,000) | S. cerevisiae expressing PfHsp90, BacTiter-Glo ATP, 48 h; yeast lacking PDR1 and PDR3 efflux regulators;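 active = every replicate shows inhibition above about 80%, whatever the replicate mean, limit read from the data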;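 also: 0% = DMSO neutral controls and 100% = 20 µM radicicol positive controls; yeast relying on Plasmodium falciparum Hsp90 in place of its own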
CDK5 p35 inh: blocks human CDK5/p35 kinase activity; Q00535+Q15078; Recombinant CDK5/p35, ADP-Glo luminescence, 60 min; inhibition, % at 10 µM; actives 0.01% (n = 330,000); AID 488839;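 active = highest replicate inhibition of at least 50% and at least 75% of replicates reaching 50%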;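 also: plate controls were DMSO neutral control for no effect and GW8510 at 10 µM for full effect; many of its hits are not listed in these tables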
NSD2 HMT inh: NSD2 (human) methyltransferase inhibition. NSD2 peptide methylation, AlphaScreen, 120 min. O96028. inhibition, % at 12.5 µM. actives 0.54% (n = 310,000); in the data active = inhibition above about 50%
Rtt109 Vps75: blocks Candida albicans Rtt109/Vps75 acetyltransferase activity. Q5AAJ8. purified Rtt109/Vps75, ThioGlo CoA-SH fluorescence, 4 h. inhibition, % at 34.9 µM. actives 0.16% (n = 330,000). AID 540336;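 active = inhibition of at least 50% in every replicate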
* hit, by the source's call; nt = no result given.

[1] O=C1c2cccc3cccc(c23)C(=O)N1Cc1ccco1
[2] CNC(=O)c1ccc(NC(=O)c2cc(S(=O)(=O)N3CCOCC3)ccc2N2CCCC2)cc1
[3] CC1CCCCN1C(=O)CSc1nnc2c(n1)[nH]c1ccccc12 (configuration not stated)
[4] C(=C\c1ccccc1)/CSc1nnc(-c2ccccc2)n1Cc1ccco1
[5] Cc1ccccc1S(=O)(=O)Cc1ccc(C(=O)N2CC(C)CC(C)C2)o1 (configuration not stated)
assay / entry | 1 | 2 | 3 | 4 | 5
CDK5 p35 inh | -1.6 | 0.4 | -2.4 | -5.1 | -0.3
PvdQ acylase | -8 | -10 | -22 | -5 | 4
Rtt109 Vps75 | 7 | 1 | 0 | 3 | 7
SUMO Mot1 rescue | 0 | -2 | -9 | 6 | -13
dFosB act | 1 | -5 | 4 | -13 | -14
C-LANA FP | 0.6 | 1.1 | -0.9 | -1.7 | 0.5
cardiac RTF act | 0 | 3 | 0 | 2 | 9
NSD2 HMT inh | 1 | 9 | 0 | 1 | nt
Keap1 Nrf2 FP | -5 | -1 | -1 | -7 | 2
PfHsp90 yeast 2 | -13 | -4 | 23 | nt | -8
RTF Ca sens inh | -1 | -1 | 3 | 0 | -5

[6] CC(C)NC(=O)N(O)C1N(Cc2ccc3c(c2)OCO3)C(=S)SC1(C)C (configuration not stated)
[7] CN(C)S(=O)(=O)c1ccc(NC(=O)c2cc(F)c(F)cc2Cl)cc1
[8] N#CC(c1nc2ccccc2nc1N1CCOCC1)S(=O)(=O)c1ccccc1 (configuration not stated)
[9] CCN(CC)S(=O)(=O)c1ccc(-c2nnc(SC)o2)cc1
[10] CC[C@]1(C(=O)OC)[C@H]2C(=O)N(Cc3ccccc3)C(=O)[C@H]2[C@H]2CN=C(SCC(=O)c3ccccc3)N21
assay / entry | 6 | 7 | 8 | 9 | 10
CDK5 p35 inh | -0.7 | -0.5 | 1.4 | -2.1 | 1.4
PvdQ acylase | -20 | -6 | -7 | -13 | -4
Rtt109 Vps75 | 12 | -8 | 4 | nt | 3
SUMO Mot1 rescue | 6 | -18 | 0 | 4 | nt
dFosB act | -2 | 3 | -6 | -4 | 3
C-LANA FP | 0.9 | -2.0 | 6.8 | 0.1 | 0.0
cardiac RTF act | -2 | -4 | -5 | 3 | -6
NSD2 HMT inh | 1 | -1 | 10 | -1 | nt
Keap1 Nrf2 FP | -6 | -2 | 0 | -9 | -7
PfHsp90 yeast 2 | -30 | nt | -5 | nt | 4
RTF Ca sens inh | -4 | -13 | 0 | 2 | -2

[11] Cc1ccc(Cn2nnc3c(=O)[nH]c(C4CCCN(C(=O)c5ccco5)C4)nc32)cc1 (configuration not stated)
[12] O=C(CCC(=O)N1CCOc2ccccc21)NC1CCCCCC1
[13] O=C1N=C2SCCN2/C1=C\c1ccccc1Cl
[14] CCOc1ccc(S(=O)(=O)N2CCCC(C(=O)N3CCN(c4ccccc4)CC3)C2)cc1 (configuration not stated)
[15] O=[N+]([O-])c1ccc(Cc2cncc(O)c2)cc1
assay / entry | 11 | 12 | 13 | 14 | 15
CDK5 p35 inh | -0.7 | 0.5 | 0.8 | -0.7 | 1.4
PvdQ acylase | -12 | -1 | -9 | -14 | -8
Rtt109 Vps75 | 3 | -3 | 9 | 7 | 8
SUMO Mot1 rescue | 278 | -15 | 5 | -6 | -15
dFosB act | -3 | -1 | 2 | -17 | 1
C-LANA FP | 1.6 | 0.2 | -0.4 | 1.3 | -0.8
cardiac RTF act | -1 | 2 | 1 | -3 | -2
NSD2 HMT inh | 3 | nt | -1 | 1 | 9
Keap1 Nrf2 FP | -2 | -1 | -1 | -2 | -1
PfHsp90 yeast 2 | 12 | 6 | 1 | 22 | -4
RTF Ca sens inh | -9 | -5 | 4 | -1 | -1

[16] O=C(CN1C(=O)CSc2ccccc21)NCCC1=CCCCC1
[17] C#CCNC(=O)C1CCN(c2cc(C)nc(-c3ccccc3)n2)CC1
[18] CNS(=O)(=O)c1cc(Br)ccc1S(=O)c1ccccc1C(=O)O (configuration not stated)
[19] c1ccc(-c2cc3c(nn2)CCc2nonc2-3)cc1
[20] COC(=O)c1ccc(Oc2ccc(C(F)(F)F)cn2)cc1
assay / entry | 16 | 17 | 18 | 19 | 20
CDK5 p35 inh | -0.6 | 1.0 | 0.9 | 0.4 | -0.2
PvdQ acylase | -20 | -3 | -3 | -3 | 3
Rtt109 Vps75 | -2 | -1 | -5 | -5 | 4
SUMO Mot1 rescue | -8 | -1 | 16 | -10 | -5
dFosB act | 4 | -9 | 9 | -9 | 4
C-LANA FP | -1.5 | -2.5 | -1.3 | 0.8 | -0.1
cardiac RTF act | 8 | -2 | 3 | -2 | -5
NSD2 HMT inh | -1 | 0 | 1 | 25 | 0
Keap1 Nrf2 FP | -3 | 2 | -1 | -4 | 0
PfHsp90 yeast 2 | 11 | -15 | 0 | -58 | -6
RTF Ca sens inh | -8 | -17 | -2 | -10 | 1

[21] O/N=C1\CC/C(=N\O)c2nn(-c3ccccc3Cl)nc21
[22] O=C(CCSc1ccccc1)N1CCOCC1
[23] CCOC(=O)CN1C(=O)C(=O)N(Cc2ccccc2F)C1=O
[24] COc1ccc(C(=O)NCCN2CCN(C(=O)c3ccc(OC)c(OC)c3)CC2)cc1OC
[25] CCOc1cc(C(=O)N(CC)CC(=O)Nc2c(F)cccc2F)ccc1OCC(=O)N1CCCCC1
assay / entry | 21 | 22 | 23 | 24 | 25
CDK5 p35 inh | -1.5 | -0.5 | -1.1 | 0.9 | -1.0
PvdQ acylase | -3 | 13 | -8 | -9 | -9
Rtt109 Vps75 | nt | nt | 3 | -1 | -3
SUMO Mot1 rescue | -25 | -6 | 140 | -2 | 26
dFosB act | 0 | -2 | -11 | -6 | -8
C-LANA FP | 0.5 | -1.7 | -5.0 | 0.2 | 0.6
cardiac RTF act | 2 | -5 | 5 | -3 | 0
NSD2 HMT inh | -4 | -6 | 7 | -5 | 0
Keap1 Nrf2 FP | 3 | 2 | 1 | -4 | -7
PfHsp90 yeast 2 | 23 | -5 | 2 | 6 | nt
RTF Ca sens inh | -6 | 1 | -5 | -18 | -55

[26] Cc1cc(NS(=O)(=O)c2ccc(NC(=O)c3ccco3)cc2)nc(C)n1
[27] c1csc(CNc2ncnc3ccc(-c4ccoc4)cc23)c1
[28] Cc1[nH]c2c(C)cccc2c1CC(=O)O
[29] O=C(Nc1ccc(Cl)c(Cl)c1)c1cccc(S(=O)(=O)NCc2cccnc2)c1
[30] COc1ccc(CN(CC(=O)NCC2CCCO2)C(=O)CNS(=O)(=O)c2ccc(C)cc2)cc1 (configuration not stated)
assay / entry | 26 | 27 | 28 | 29 | 30
CDK5 p35 inh | 1.7 | 9.3 | 1.9 | 1.8 | -1.7
PvdQ acylase | -12 | 0 | -14 | -12 | -3
Rtt109 Vps75 | 0 | -1 | -1 | -8 | -4
SUMO Mot1 rescue | 5 | 10 | -9 | 9 | 18
dFosB act | -6 | -13 | 2 | -7 | -1
C-LANA FP | 0.2 | -0.5 | 0.0 | 0.0 | 0.2
cardiac RTF act | -3 | -3 | 5 | -3 | -2
NSD2 HMT inh | -4 | nt | -1 | nt | 1
Keap1 Nrf2 FP | 3 | 0 | -3 | -3 | 6
PfHsp90 yeast 2 | -7 | -3 | 14 | 1 | 6
RTF Ca sens inh | -4 | -4 | -10 | -4 | 1

[31] Cc1cccc(NNC(=O)c2c(F)cccc2Cl)c1
[32] COc1ccc(CC(NC(C)=O)C(=O)N2CCN(C(=O)Nc3ccc(Cl)cc3)CC2)cc1OC (configuration not stated)
[33] CCOc1ccccc1N(CC(=O)OC)S(C)(=O)=O
[34] Cc1c(Cl)cccc1NC(=O)CN(C1CCCCC1)S(C)(=O)=O
[35] O=C(C[C@H]1C/C=C\CC[C@@H](Cc2ccc(F)cc2)C(=O)OC[C@H]2CCCN2C1=O)N[C@@H](CO)Cc1ccccc1
assay / entry | 31 | 32 | 33 | 34 | 35
CDK5 p35 inh | 0.3 | -0.6 | 1.3 | 1.8 | 0.3
PvdQ acylase | -16 | -4 | -11 | 8 | -1
Rtt109 Vps75 | 1 | -4 | -14 | 11 | 19
SUMO Mot1 rescue | 7 | 566 | -3 | 21 | 14
dFosB act | 4 | -4 | 5 | -3 | 0
C-LANA FP | -2.7 | 0.6 | -0.7 | -0.3 | 0.3
cardiac RTF act | 2 | -1 | 1 | 8 | -5
NSD2 HMT inh | 0 | 1 | -2 | -3 | nt
Keap1 Nrf2 FP | -1 | 1 | -1 | -2 | 0
PfHsp90 yeast 2 | -2 | -6 | -13 | 10 | 2
RTF Ca sens inh | -8 | -9 | 1 | 4 | -8

[36] O=C(NCCc1ccccc1C(F)(F)F)C1CCC(=O)N(CCCN2CCCC2=O)C1 (configuration not stated)
[37] CCCCCCSc1ccc([C@@H]2[C@@H]3C(=O)N(C)C(=O)[C@@H]3[C@]3(C(=O)OC)CCCCN23)cc1
[38] CCCCn1c(CNC(=O)CC)nc2ccccc21
[39] CCN1CCN(c2nc(N)c([N+](=O)[O-])c(Nc3ccc(C)cc3)n2)CC1
[40] C=CCNC(=O)CSc1nnc(-c2ccccc2Br)n1-c1cccc(C(F)(F)F)c1
assay / entry | 36 | 37 | 38 | 39 | 40
CDK5 p35 inh | 1.1 | -0.3 | -1.3 | 0.3 | 0.9
PvdQ acylase | -3 | -22 | 4 | -3 | 12
Rtt109 Vps75 | 0 | -1 | 3 | -7 | 3
SUMO Mot1 rescue | 1 | -5 | -15 | -8 | -8
dFosB act | 2 | -8 | -3 | 1 | -10
C-LANA FP | -0.7 | 4.6 | -3.2 | 0.1 | -0.2
cardiac RTF act | -2 | 0 | 0 | -3 | 1
NSD2 HMT inh | 2 | nt | nt | 4 | 2
Keap1 Nrf2 FP | -4 | -1 | 4 | 4 | -1
PfHsp90 yeast 2 | 7 | 6 | 1 | -5 | -9
RTF Ca sens inh | 6 | 6 | -3 | -3 | -1

[41] CN1CCN(C2=Nc3ccccc3Oc3ccc(Cl)cc32)CC1
[42] COCC(=O)Nc1sc2c(c1C(=O)OC)CCCC2
[43] C/C(CC(O)c1ccc2ccccc2n1)=N/O (configuration not stated)
[44] c1ccc(-c2ccc(-c3ccccc3)[nH]2)cc1
[45] CCOC(=O)C1CCN(Cc2cc(Cl)c3ccccc3c2O)CC1
assay / entry | 41 | 42 | 43 | 44 | 45
CDK5 p35 inh | -1.8 | 3.0 | -0.8 | -0.7 | 1.0
PvdQ acylase | 8 | 5 | -8 | -18 | -4
Rtt109 Vps75 | 7 | 6 | -9 | -4 | -4
SUMO Mot1 rescue | 132 | 4 | -1 | nt | 93
dFosB act | -7 | 1 | -4 | 1 | -12
C-LANA FP | -0.6 | 0.0 | 0.3 | 1.3 | 0.1
cardiac RTF act | 6 | 3 | 3 | -5 | 4
NSD2 HMT inh | nt | 7 | 0 | -1 | 0
Keap1 Nrf2 FP | 1 | 4 | 0 | 0 | 3
PfHsp90 yeast 2 | 5 | 14 | nt | -28 | 33
RTF Ca sens inh | 0 | -8 | -13 | 2 | -3
